# Screening results deposited in PubChem by Icahn School of Medicine at Mount Sinai.
# ROC1-CUL1 inh = inhibitors of human ROC1-CUL1 ubiquitin ligase activity; in vitro K48 di-Ub FRET, acceptor:donor ratio, 45 min; inhibition, % at 10 µM; 140,000 tested, 0.6% active; AID 1347404, 2020; in the data active means inhibition above about 25%
# Target sequence (P62877 whole entry, looked up): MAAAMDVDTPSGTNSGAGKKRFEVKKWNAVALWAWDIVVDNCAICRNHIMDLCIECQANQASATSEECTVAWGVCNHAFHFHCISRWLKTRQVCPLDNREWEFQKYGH
# Target sequence (Q13616 whole entry, looked up): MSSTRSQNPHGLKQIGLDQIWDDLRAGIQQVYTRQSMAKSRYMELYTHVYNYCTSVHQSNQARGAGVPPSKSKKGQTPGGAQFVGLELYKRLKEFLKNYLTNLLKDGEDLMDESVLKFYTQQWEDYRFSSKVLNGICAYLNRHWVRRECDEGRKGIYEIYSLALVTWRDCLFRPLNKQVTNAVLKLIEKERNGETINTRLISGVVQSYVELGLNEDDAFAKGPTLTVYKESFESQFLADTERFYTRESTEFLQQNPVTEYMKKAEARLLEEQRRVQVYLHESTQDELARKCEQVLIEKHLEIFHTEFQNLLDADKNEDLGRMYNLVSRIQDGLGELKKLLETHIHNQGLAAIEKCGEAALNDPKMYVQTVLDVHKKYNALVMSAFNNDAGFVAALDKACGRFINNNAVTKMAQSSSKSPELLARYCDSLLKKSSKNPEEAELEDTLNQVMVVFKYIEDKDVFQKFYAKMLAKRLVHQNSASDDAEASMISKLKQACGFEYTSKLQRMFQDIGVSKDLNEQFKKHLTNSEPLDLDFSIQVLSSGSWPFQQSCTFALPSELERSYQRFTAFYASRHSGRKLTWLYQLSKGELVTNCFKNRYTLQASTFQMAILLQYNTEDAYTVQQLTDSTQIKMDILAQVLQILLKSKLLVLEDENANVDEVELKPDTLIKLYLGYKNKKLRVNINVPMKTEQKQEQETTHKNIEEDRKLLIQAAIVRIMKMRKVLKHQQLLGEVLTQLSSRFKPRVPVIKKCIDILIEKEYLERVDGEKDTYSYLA
# * = called active by the depositor.
SMILES,ROC1-CUL1 inh
O=C1NC(c2ccc(OC(F)F)cc2)C(C(=O)c2ccccc2)C(O)(C(F)(F)F)N1 (stereo not drawn),-1.6
Cc1ccc(OCC(=O)N(Cc2ccc(Cl)cc2)CC2CCCO2)cc1C (stereo not drawn),0.6
O=C(NC1CCCCCC1)c1ccc([N+](=O)[O-])cc1,2.2
CCCCSc1nc(C)c(I)c(=O)[nH]1,2.5
COCCO[C@H]1[C@H](NC(=O)C(C)C)c2ccccc2C12CCN(Cc1cc(C)c(OC)cc1C)CC2,2.2
O=C(c1ccccc1)C1CCCN(C(=O)CC2(c3cccc(F)c3)CC(=O)N(C3CCCC3)C2=O)C1 (stereo not drawn),6.0
CCOC(=O)C1C(c2ccccc2)NC(=O)NC1(O)C(F)(F)F (stereo not drawn),-7.3
c1ccc(CCc2nn3c(-c4ccccc4)nnc3s2)cc1,-1.2
CCOc1ccccc1NC(=S)NC(=O)c1ccc(C(C)(C)C)cc1,-7.5
CC(C)Oc1ccc(C(=O)Nc2ccccc2Cl)cc1,3.2
Cc1ccc(-c2ccc(OS(=O)(=O)c3ccc([N+](=O)[O-])cc3)c(C)c2)cc1,3.6
CC(C)N1CCC(N2CCC(C(=O)NCc3cccnc3)CC2)CC1,-1.5
COc1ccc(S(=O)(=O)Nc2ccc(Cl)cn2)cc1C(C)(C)C,-3.3
CC(C)n1ncc2c(=O)[nH]c(Cc3ccccc3)nc21,1.6
CCN1CCN(C(=O)c2cc3c(=O)n4cc(C)ccc4nc3n2C)CC1,-6.3
COc1cccc(NC(=O)c2ccc(-c3nc(COc4ccc(C)cc4)c(C)o3)cc2)c1,-4.1
Cc1ccc(NC(=O)Cc2coc3c(C)c(C)ccc23)c(C)c1,5.5
O=C(Cn1cnc2onc(-c3ccc(F)cc3)c2c1=O)N1CCN(c2ccccc2F)CC1,-1.2
Cc1ccc(-n2nnnc2-c2cnoc2-c2cccc(F)c2)cc1,-7.2
O=C(CCCCC(=O)NNC(=O)c1ccc([N+](=O)[O-])cc1)NNC(=O)c1ccc([N+](=O)[O-])cc1,8.4
C#CCN(C)CC/C=C1\c2ccccc2CSc2ccccc21,7.0
COC(=O)c1c(NC(=O)c2cccnc2)sc(C(=O)N(C)C)c1C,-7.7
Cc1ccc(C2CCN(C(=O)c3cnn(-c4cccc(Cl)c4)c3C3CCN(C(=O)OC(C)(C)C)CC3)C2)cc1 (stereo not drawn),6.8
CN(C)c1ccc(CN(C(=O)c2ccc(Br)cc2)C2CCS(=O)(=O)C2)cc1 (stereo not drawn),4.9

# Rewritten bar-delimited: entries from further up.
SMILES | ROC1-CUL1 inh
O=C(Cn1cnc2onc(-c3ccc(F)cc3)c2c1=O)N1CCN(c2ccccc2F)CC1 | -1.2
Cc1ccc(-n2nnnc2-c2cnoc2-c2cccc(F)c2)cc1 | -7.2

# (list continues)
SMILES,ROC1-CUL1 inh
CCCc1cc(C(=O)Nc2cc(F)ccc2C)n(C)n1,-2.1
CCCCCCC1N=C(C)OC1C(=O)OCC (stereo not drawn),0.1
O=C1N(Cc2ccccc2)c2ccc(Cl)cc2C1(O)c1c[nH]c2ccccc12 (stereo not drawn),1.4
C=CCN1C(=O)C(Cc2ccc(N(C)C)cc2OC)=NC1=S,2.0
COC(=O)CSc1nc2sc3c(c2c(=O)n1-c1ccccc1C)CC(C)(C)OC3,1.0
COc1ccc(OCc2nc3cc4c(cc3cc2C(=O)O)OCO4)cc1,-6.1
CCn1ncc(NC(=O)c2ccc(C3CCCN3Cc3nc[nH]c3C)s2)n1 (stereo not drawn),5.8
COc1cc(/C=N/NC(=O)CNC(=O)COc2ccccc2)ccc1OCC(=O)Nc1ccccc1,5.4
N#Cc1ccc(N2C(=O)C3C(C2=O)N2CCCN2C3c2ccc(Br)cc2)cc1 (stereo not drawn),5.8
CCn1c2ccccc2c2ccc(C3C4=C(CCCC4=O)OC(=N)C3C#N)cc21 (stereo not drawn),-3.6
COc1ccc(/C=C2\C(=O)NC(=S)N2C(=O)c2ccc(F)cc2)cc1,-2.2
Cc1c(CNCc2cccnc2N2CCOCC2)[nH]c2ccccc12,3.3
COc1ccc(NC(=O)c2cc(=O)c3cc(C)cc(C)c3o2)cc1,7.3
CCO[C@H]1[C@H](NC(=O)c2cccnc2)c2ccccc2C12CCN(C(=O)CCn1cnnn1)CC2,3.7
CCOC(=O)c1c(C)oc2c(SCCO)c(SCCO)c(F)c(SCCO)c2c1=O,10.4
CSc1nc2sc3c(c2c(=O)n1C1CCCCC1)CCc1ccccc1-3,-0.2
CCCCc1ccc(NC(=O)c2ccc3c(c2)CCN3S(=O)(=O)CC)cc1,-0.2
C=C(C)Cn1c(-c2ccco2)n[nH]c1=S,7.0
O=C1c2ccccc2C(=O)C12OC(c1ccc(Cl)cc1)C1(C(=O)c3ccccc3C1=O)C2c1cccc([N+](=O)[O-])c1 (stereo not drawn),-10.6
CC1CCN(Cc2nnnn2CC(=O)NC(c2cccnc2)C(F)(F)F)CC1 (stereo not drawn),3.5
O=C(Cc1ccc(F)cc1)NCCc1csc2nc(-c3ccc(Cl)cc3)nn12,1.0
CSCCNC1CCN(c2ccc(NC(=O)c3ccc(C)cc3C)cc2)CC1,-3.0
O=C(NN1C(=O)c2ccccc2C1=O)c1cc(O)cc(O)c1,-18.9
CCCCn1cc(S(=O)(=O)c2ccc(C)cc2)c(=O)c2cc(F)c(N3CCCCC3)cc21,-7.1

# A second format for some results above.
Compound	ROC1-CUL1 inh
COc1ccc(OCc2nc3cc4c(cc3cc2C(=O)O)OCO4)cc1	-6.1
CCn1ncc(NC(=O)c2ccc(C3CCCN3Cc3nc[nH]c3C)s2)n1 (stereo not drawn)	5.8
COc1cc(/C=N/NC(=O)CNC(=O)COc2ccccc2)ccc1OCC(=O)Nc1ccccc1	5.4
N#Cc1ccc(N2C(=O)C3C(C2=O)N2CCCN2C3c2ccc(Br)cc2)cc1 (stereo not drawn)	5.8
CCn1c2ccccc2c2ccc(C3C4=C(CCCC4=O)OC(=N)C3C#N)cc21 (stereo not drawn)	-3.6
COc1ccc(/C=C2\C(=O)NC(=S)N2C(=O)c2ccc(F)cc2)cc1	-2.2
Cc1c(CNCc2cccnc2N2CCOCC2)[nH]c2ccccc12	3.3
COc1ccc(NC(=O)c2cc(=O)c3cc(C)cc(C)c3o2)cc1	7.3
CCO[C@H]1[C@H](NC(=O)c2cccnc2)c2ccccc2C12CCN(C(=O)CCn1cnnn1)CC2	3.7
CCOC(=O)c1c(C)oc2c(SCCO)c(SCCO)c(F)c(SCCO)c2c1=O	10.4
CSc1nc2sc3c(c2c(=O)n1C1CCCCC1)CCc1ccccc1-3	-0.2
CCCCc1ccc(NC(=O)c2ccc3c(c2)CCN3S(=O)(=O)CC)cc1	-0.2
C=C(C)Cn1c(-c2ccco2)n[nH]c1=S	7.0
O=C1c2ccccc2C(=O)C12OC(c1ccc(Cl)cc1)C1(C(=O)c3ccccc3C1=O)C2c1cccc([N+](=O)[O-])c1 (stereo not drawn)	-10.6
CC1CCN(Cc2nnnn2CC(=O)NC(c2cccnc2)C(F)(F)F)CC1 (stereo not drawn)	3.5
O=C(Cc1ccc(F)cc1)NCCc1csc2nc(-c3ccc(Cl)cc3)nn12	1.0

# Going on with the list:
SMILES,ROC1-CUL1 inh
Cc1cccc(NC(=O)Cc2cccs2)c1,1.2
CCC(Nc1cccc(C)c1)C(=O)N/N=C/c1ccco1 (stereo not drawn),2.2
CC(CNC(=O)c1ccc2nc(Cc3ccccc3)oc2c1)c1ccccc1 (stereo not drawn),-3.6
O=C(CN1C(=O)C2C3CCC(C3)C2C1=O)Nc1ccccc1 (stereo not drawn),13.7
OC(C#CCCN1CCCCC1)(c1ccccc1)C1CCCCC1 (stereo not drawn),-12.1
N#CC1C(=N)Oc2n[nH]c(-c3ccc(Cl)c(Cl)c3)c2C1c1ccc(O)c(O)c1 (stereo not drawn),-0.1
COc1ccc2nc(NC(=O)CCCOc3ccc(Cl)cc3Cl)sc2c1,9.9
Cn1c(C2CCC2)nc2cc(C(=O)NCCc3c[nH]c4ccccc34)cc(NC(=O)C3CCCO3)c21 (stereo not drawn),-2.8
COc1ccc(CNCCC(c2ccccc2)c2ccc3c(c2)OCO3)cc1 (stereo not drawn),1.5
CCn1c(SCC(=O)Nc2ccccc2F)nnc1-c1ccc(N)cc1,6.0
COc1ccc(NC(=O)CC2OCC3CCCN3C2=O)cc1 (stereo not drawn),1.2
O=C(COc1ccc2oc3c(c2c1)CCCC3)Nc1ccc(Cl)c(Cl)c1,-1.5
Cc1nc2sccn2c1CN1CCC(CO)(CCOc2ccccc2)CC1,-0.4
COc1ccc(-c2ccccc2)cc1N1C(=O)CC(SC(N)=N/N=C/c2ccc(Cl)cc2)C1=O (stereo not drawn),-3.2
CCCC1CCc2c(n(C)c3ccccc3c2=O)O1 (stereo not drawn),7.0
O=C(Cc1cccs1)N1CCCC(CNS(=O)(=O)Cc2ccccc2)C1 (stereo not drawn),-2.4
CCC(Oc1ccc(C)cc1)C(=O)NC1CCCCC1 (stereo not drawn),-0.3
COc1ccc2cc(C(C)NC3CCN(c4ccc(C(=O)N(C)C)cc4)CC3)ccc2c1 (stereo not drawn),-0.1
C=CCSc1ccccc1C(=O)NCCC,-3.6
O=C(NCCc1ccccc1)c1ccc2nc(CCc3ccccc3)oc2c1,-2.8
NC1=NC(=O)C(CO)(CO)S1,1.0
CC(C)(C)C1CCc2nc(NC(=O)COc3ccccc3[N+](=O)[O-])sc2C1 (stereo not drawn),2.6
Cc1sc2ncn(CC(=O)Nc3ccc(F)cc3Cl)c(=O)c2c1S(=O)(=O)N1CCN(c2ncccn2)CC1,-7.7
O=C(COc1ccccc1[N+](=O)[O-])N(Cc1ccco1)c1ccccn1,-1.9
CCCSc1nnc2[nH]c(=O)cc(C)n12,3.0
CC(C)CCCC(C)C1CCC2C3CC=C4CC(OC(=O)Nc5cccc(Cl)c5)CCC4(C)C3CCC12C (stereo not drawn),-7.0
C#CCN1C(=O)S/C(=C/c2cn(CC=C)c3ccccc23)C1=O,-3.9
O=C(Nc1cccc(Cl)c1Cl)c1cnccn1,7.4
CC(C)Cc1ccc(-c2[nH]nc3c2C(c2cccnc2)C(C#N)C(=N)O3)cc1 (stereo not drawn),12.1
CC(C)Cn1c(=O)c2ccccc2n2c(CCC(=O)NCc3ccccc3Cl)nnc12,-0.5
Cc1ccc(-c2nn(-c3ccccc3)cc2/C=N/NC(=O)C(C)Oc2cccc3cccnc23)cc1 (stereo not drawn),-0.6
Cc1cccc(C)c1NC(=S)NC(=O)c1cccc(OC(C)C)c1,-5.9
CCN1C(=O)/C(=C/c2ccc(C)cc2)N(C)C1=S,3.8
Cc1ccc(NC(=O)c2oc3ccccc3c2NC(=O)c2ccccc2C)cc1,4.1
COc1cccc(S(=O)(=O)NCc2ccc(C(=O)Nc3ccc(Cl)c(Cl)c3)cc2)c1,3.4
COc1ccc(Cn2ccc3nc(C)c(C(=O)Nc4ccc(OC)cc4OC)cc3c2=O)cc1,5.9
O=C(c1ccccc1)C1C2c3ccccc3C(c3ccccc32)C1C(=O)c1ccccc1 (stereo not drawn),5.3
O=C1C2ON(c3ccc(Cl)cc3)C(c3cccs3)C2C(=O)N1Cc1ccccc1 (stereo not drawn),-1.9
CC(C)[C@@H]1CC[C@@H](C)C[C@H]1OC(=O)N[C@H](C)c1ccccc1,-7.6
Cc1ccc(C)c(S(=O)(=O)c2cn(Cc3ccccc3)c3cc(N4CCCC4)c(F)cc3c2=O)c1,0.0
O=S(=O)(Nc1ncccn1)c1ccc2ccccc2c1,0.4
Cc1cc(CNCC2(c3cccc(F)c3)CCOC2)ccn1 (stereo not drawn),11.3
Cc1nc2nc(SCC(=O)NC(C)c3ccccc3)nn2c(C)c1Cc1c(F)cccc1Cl (stereo not drawn),12.3
C=CCN1C(C(=O)c2ccccc2)=C(OC(=O)Cc2ccccc2)c2ccccc2S1(=O)=O,-0.1
CCn1cc(/C=C/C(=O)NCc2ccc(Cl)c(Cl)c2)cn1,-4.5
CCOC(=O)c1cc(CN2CCCCC2)ccc1O,4.2
C=CCn1c(SCC(=O)Nc2scc(-c3ccco3)c2C(=O)OCC)nc2sc3c(c2c1=O)CCCCC3,2.7
CCOc1ccc(N2CC(NC(=O)C3CCCC3)CC2=O)cc1 (stereo not drawn),-1.6
COc1cccc(-n2c(C)cc(SCc3ccccc3)c(C(C)=O)c2=S)c1,6.1
COc1ccc(C2=Nn3c(nc4sc(C(=O)Nc5cccc(C)c5)c(C)c4c3=O)SC2)cc1,-0.2
Cc1ccc(-c2ccc(=O)n(Cc3ccc(F)cc3)n2)cc1,-5.6
CCOC(=O)C(O)(NC(=O)c1c(F)cccc1F)C(F)(F)F (stereo not drawn),5.6
Cc1ccc(N=Nc2nc(-c3ccccc3)c(-c3ccccc3)[nH]2)c(C)c1,-2.2
CC1(C)CC(=O)C2C(=Nc3ccccc3NC2c2ccccn2)C1 (stereo not drawn),-2.0
CCN1CCN(c2csc3ccc(F)cc3c2=O)CC1,3.0
CCOC(=O)c1c(NC(=O)c2cnn3c(C(F)(F)F)cc(-c4ccc(Br)cc4)nc23)sc2c1CCCC2,-0.7
O=C(CCS(=O)(=O)c1cccs1)Nc1ccc(C(=O)Nc2cccc(Cl)c2)cc1,5.1
O=c1oc2ccc(NS(=O)(=O)c3cc(Cl)ccc3Cl)cc2s1,0.8
C=C(C)Cn1c(C(F)(F)F)nc2ccccc21,11.1
COc1ccccc1CNC(=O)C1CCN(S(=O)(=O)c2cn(C)cn2)CC1,-5.8
# The list goes on:
SMILES,ROC1-CUL1 inh
COC(=O)C1[C@@H](c2ccccc2)[C@H]1c1ccccc1 (stereo partly drawn),1.2
Nc1nc(SCc2ccccc2)nc2sc3c(c12)CCCCC3,-2.5
COc1ccc2c(C)nc(N3CCCC(C(=O)N4CCC(C(O)c5ccccc5)CC4)C3)nc2c1 (stereo not drawn),-11.6
COc1ccc(CNC(=O)C2CCN(S(=O)(=O)c3c(C)noc3/C=C/c3cccs3)CC2)cc1,4.1
CN(C)c1ccnc2sc(C(N)=O)c(N)c12,8.1
O=c1cc(-c2ccc(Cl)cc2)nc(N2CCN(Cc3ccccc3)CC2)[nH]1,5.7
O=C(/C=C/c1ccc(S(=O)(=O)c2ccccc2)o1)c1ccc([N+](=O)[O-])o1,-2.9
O=C(NC1CCCN(CCc2ccccc2)C1)c1cccc(N2CCOCC2)c1 (stereo not drawn),5.7

# Some of the compounds tested; the hit share may differ from the screen's.
